From PubChem BioAssay
Salmonella PhoP GFP: PhoP regulon inhibitors, Salmonella typhi PhoP promoter GFP reporter, confirmatory (AID 1850). inhibition, % at 50 µM; hits with a dose series show IC50 in µM. Salmonella Typhi PhoP-promoter GFP reporter, fluorescence, 4 h; higher % means a stronger effect. 310,000 tested, 0.33% active; in the data active = a potency from the dose series; inconclusive = inhibition mostly from about 25% at the one dose, without a potency; inactive = the rest, 99 in 100 with inhibition below about 19%;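 note: 0% = induced wells with vehicle and 100% = uninduced wells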
influenza NS1A: H1N1 influenza NS1A inhibitors, functional cell based assay (AID 504329); inhibition, % at 12.5 µM; hits with a dose series show IC50 in µM; NS1A functional cell-based assay, percent inhibition; higher % means a stronger effect; 340,000 tested, 0.3% active; in the data active = a potency from the dose series; inconclusive = inhibition above about 27% without an active follow-up result; note: strong numbers were not always called active
M. tuberculosis: growth inhibition of non-replicating M. tuberculosis (AID 488890) | Mycobacterium tuberculosis non-replicating, growth inhibition; higher % means a stronger effect | inhibition, % at 25 µM; hits with a dose series show IC50 in µM | 320,000 tested, 0.39% active; in the data active = a potency from the dose series; inconclusive = inhibition mostly from about 82% at the one dose, without a potency; inactive = the rest, 99 in 100 with inhibition below about 76%;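 note: plate controls were DMSO cells for no effect and high antibiotic wells for full effect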
H37Rv inhibition: M. tuberculosis growth inhibition, HTS (AID 449762). 330,000 tested, 0.59% active. M. tuberculosis H37Rv growth inhibition, 7H9 media; higher % means a stronger effect. one-dose inhibition, % at 25 µM; IC50 in µM for titrated hits; in the data active = a potency from the dose series; inconclusive = inhibition above about 70% without an active follow-up result;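 note: bacterial growth assessed after seven days of incubation; strong numbers were not always called active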
inhibitors of VEEV: inhibitors of VEEV TC-83 cytopathic effect, confirmation, Vero cells (AID 588727); Vero cells, VEEV TC-83 cytopathic effect inhibition; higher % means a stronger effect; inhibition, % at 20 µM, or IC50 in µM where a hit was titrated; 350,000 tested, 0.13% active; in the data active = a potency from the dose series; inconclusive = inhibition mostly from about 14% at the one dose, without a potency; inactive = the rest, 99 in 100 with inhibition below about 12%; note: strong numbers were not always called active
inhibitors of VEEV 10K pilot screen: recorded beside inhibitors of VEEV, whose call it bears; inhibition, %; measured here: 10K pilot screen inhibition
The depositor's hits bear a star; i = inactive; u = inconclusive; x = not tested or not shown.

The first 7 entries (preview)
SMILES | Salmonella PhoP GFP | influenza NS1A | M. tuberculosis | H37Rv inhibition | inhibitors of VEEV | others
COc1cc(/C=C/c2ccc3cccc(OC)c3n2)c(OC(C)=O)c([N+](=O)[O-])c1 | 15% | 11% | 4% | -20% | 8.1%
COc1ccc(CN(C)CC(=O)Nc2cccc(S(N)(=O)=O)c2)c(OC)c1OC | 0% | -24% | 5% | 2% | i
CCOC(=O)C(CCCCOc1ccc([N+](=O)[O-])cc1)C(=O)OCC | -4% | 3% | u | u | 3.2%
Cc1nc(Nc2cccc(C(C)O)c2)c2nnn(Cc3ccc(F)cc3)c2n1 (stereo not drawn) | 4% | 3% | 14% | 0% | 8.1%
CC(NS(=O)(=O)c1c(N)n(C)c(=O)n(C)c1=O)c1ccccc1 (stereo not drawn) | -7% | -7% | -4% | -12% | 6.5%
C=CCn1c(Oc2ccccc2)nc2c1c(=O)n(C)c(=O)n2C | 0% | 5% | 17% | -3% | 1.5%
Cc1nc(-c2ccc(Cl)cc2)sc1C1(C)CC(c2ccccc2Br)=NO1 (stereo not drawn) | -1% | -18% | 13% | 8% | 1.0%

This part in full, repeating the preview:
SMILES | Salmonella PhoP GFP | influenza NS1A | M. tuberculosis | H37Rv inhibition | inhibitors of VEEV | others
COc1cc(/C=C/c2ccc3cccc(OC)c3n2)c(OC(C)=O)c([N+](=O)[O-])c1 | 15% | 11% | 4% | -20% | 8.1%
COc1ccc(CN(C)CC(=O)Nc2cccc(S(N)(=O)=O)c2)c(OC)c1OC | 0% | -24% | 5% | 2% | i
CCOC(=O)C(CCCCOc1ccc([N+](=O)[O-])cc1)C(=O)OCC | -4% | 3% | u | u | 3.2%
Cc1nc(Nc2cccc(C(C)O)c2)c2nnn(Cc3ccc(F)cc3)c2n1 (stereo not drawn) | 4% | 3% | 14% | 0% | 8.1%
CC(NS(=O)(=O)c1c(N)n(C)c(=O)n(C)c1=O)c1ccccc1 (stereo not drawn) | -7% | -7% | -4% | -12% | 6.5%
C=CCn1c(Oc2ccccc2)nc2c1c(=O)n(C)c(=O)n2C | 0% | 5% | 17% | -3% | 1.5%
Cc1nc(-c2ccc(Cl)cc2)sc1C1(C)CC(c2ccccc2Br)=NO1 (stereo not drawn) | -1% | -18% | 13% | 8% | 1.0%
CC(C)(C)c1[nH]nc2c1C(C1C=CCCC1)C(C#N)=C(N)O2 (stereo not drawn) | -14% | 4% | 9% | 2% | i
C(=C/c1ccnc2nc(SC/C=C/c3ccccc3)nn12)/c1ccccc1 | -2% | -19% | 14% | 5% | i
COc1ccc(C(=O)O/N=C(\C)c2cnccn2)cc1 | 4% | -6% | 32% | 6% | i
O=C(Nc1ccon1)c1ccc(Br)o1 | -5% | 18% | 4% | -5% | 5.3%
COc1ccc(NC(=O)C2CCCN(S(=O)(=O)c3ccc4[nH]c(=O)ccc4c3)C2)cc1 (stereo not drawn) | -5% | 3% | 12% | -10% | i
Nc1ccc(N2CCN(c3ccc(Cl)c(Cl)c3)CC2)cc1 | -3% | 15% | 17% | 3% | i
Cc1cc(C)cc(N(C(=O)c2cccs2)C2C=CS(=O)(=O)C2)c1 (stereo not drawn) | -4% | -9% | 31% | 4% | i
CNC(C(=O)c1ccccc1)C(OC)c1cccc([N+](=O)[O-])c1 (stereo not drawn) | 4% | -8% | 23% | 1% | 0.3%
Cc1cccc(/C=N/Nc2nncc3ccccc23)c1 | -1% | 3% | 60% | -5% | 0.2%
O=S(=O)(NCc1ccco1)c1cnc(Cl)c(Br)c1 | -2% | 14% | -8% | 10% | 0.9%
Cc1c(C=C2C(=O)N(C)C(=O)N(C)C2=O)c(=O)n(-c2ccccc2)n1C | -4% | -1% | -21% | 3% | 0.4%
O=[N+]([O-])c1cc(C(F)(F)F)ccc1NC1CCN(Cc2ccccc2)CC1 | 10% | x | x | 17% | i
C/C=C/C(=O)OCC(=O)Nc1cccc(F)c1 | 5% | -9% | -1% | -2% | 4.5%
CCCN(/C=N/c1sc2c(c1C#N)CCCCC2)CCC | 1% | 7% | 19% | 9% | 2.2%
O=C(Nc1ccc2oc(-c3ccccc3F)nc2c1)c1ccccc1F | -2% | -4% | 9% | 7% | 3.8%
Cc1c(CNC(=O)c2cnn3c2NC(c2ccccc2)CC3C(F)(F)F)cnn1C (stereo not drawn) | -9% | 2% | 0% | 5% | i
CCOc1ccccc1NS(=O)(=O)c1cc2c3c(c1)C(C)C(=O)N3CCC2 (stereo not drawn) | 3% | 2% | 5% | 1% | i

Reprinted from the listing for reference:
SMILES | Salmonella PhoP GFP | influenza NS1A | M. tuberculosis | H37Rv inhibition | inhibitors of VEEV | others
Cc1c(CNC(=O)c2cnn3c2NC(c2ccccc2)CC3C(F)(F)F)cnn1C (stereo not drawn) | -9% | 2% | 0% | 5% | i
CCOc1ccccc1NS(=O)(=O)c1cc2c3c(c1)C(C)C(=O)N3CCC2 (stereo not drawn) | 3% | 2% | 5% | 1% | i

Following part.
SMILES | Salmonella PhoP GFP | influenza NS1A | M. tuberculosis | H37Rv inhibition | inhibitors of VEEV | others
CN(C)c1ccc(CNC2C3CC4CC(C3)CC2C4)cc1 (stereo not drawn) | 6% | -5% | 55% | 12µM* | i
COc1cc(NC(=S)NCCCN2CCOCC2)cc(OC)c1 | 2% | -2% | -10% | 9% | 1.5%
O=C(CN1C(=O)/C(=C/c2cccc(Br)c2)SC1=S)NCCCN1CCOCC1 | -14% | -1% | -17% | -3% | 2.0%
CCn1nc(C)c(CNC(=O)C2CCC(=O)N(Cc3cccc(F)c3)C2)c1C (stereo not drawn) | 1% | -5% | -3% | 2% | 2.6%
O=S(=O)(NCC(c1cccnc1)N1CCOCC1)c1ccc(Cl)cc1 (stereo not drawn) | 2% | 12% | -3% | -6% | 0.4%
Cc1ccccc1-c1nc(S(=O)(=O)c2ccccc2)c(NCCCN2CCOCC2)o1 | x | 8% | 9% | 1% | 4.7%
Nc1nc(SCc2ccccc2)c2[nH]cnc2n1 | -7% | 4% | 1% | 0% | 1.6%
CN(C)c1ccc(CN(C(=O)COc2ccc(Br)cc2)C2CCS(=O)(=O)C2)cc1 (stereo not drawn) | -5% | -9% | 9% | -14% | i
CC(=O)c1c(C)[nH]c(C(=O)OCC(=O)Nc2sc3c(c2C#N)CCCC3)c1C | -4% | -8% | 29% | 0% | i
CN1C(=O)N(C)c2ccc(Br)c3cccc1c23 | 13% | 0% | 6% | -6% | 1.0%
Cc1[nH]c2ccccc2c1/C=N/Nc1cccc(C(=O)O)c1 | -1% | 6% | 0% | -5% | 1.9%
CN(CCOC(=O)CN1C(=O)c2ccccc2C1=O)C1=NS(=O)(=O)c2ccccc21 | 11% | x | 0% | 9% | x
CS(=O)(=O)NCc1nnc2n1-c1ccc(Cl)cc1C(c1ccccc1)=NC2 | -3% | 12% | -1% | -4% | 1.1%
O=C(CN1C(=O)c2ccccc2S1(=O)=O)NCc1ccc(F)cc1 | -6% | -6% | -16% | -13% | 0.6%
C#CCN1N=C(c2ccc(C)cc2)CSC1=O | -4% | x | 3% | -8% | 2.4%
C[n+]1c2n(c3ccccc31)N=C(c1cc(C(C)(C)C)c(O)c(C(C)(C)C)c1)CS2 | 27% | 8% | -23% | u | 4.6%
N#CCc1ccc(C(=O)c2ccccc2F)s1 | -5% | 2% | 2% | 3% | 1.9%
CC(C)CNC(=O)c1ccccc1NC(=O)CN(c1ccc2c(c1)OCCO2)S(C)(=O)=O | 0% | -4% | -8% | 9% | i
CCOC(=O)C1(Cc2cccc(OC)c2)CCN(Cc2cnc(SC)nc2)CC1 | -3% | x | -1% | -3% | i
CC(C)NC(=O)CSc1nnc(-c2ccco2)n1N | 2% | 4% | -13% | 1% | 3.1%
N/C(Cc1ccc(Cl)cc1Cl)=N\OC(=O)Cc1ccccc1 | -7% | -5% | 74% | 6% | i
COc1ccc(Cl)cc1NC(=O)CN1C(=O)NC2(CCCC2)C1=O | 1% | -3% | -3% | -12% | 0.7%
O=C(CN1C(=O)C2CC=CCC2C1=O)NC1=NCCS1 (stereo not drawn) | -7% | -7% | -5% | 5% | 0.4%
CC(C)CNC(=S)N1CCN(C)CC1 | 4% | -11% | 10% | -10% | 0.9%
CN1CCN(C(=O)C2=C[C@@H](C(C)(C)C)C[C@@H](OCc3ccc(CO)cc3)O2)CC1 | -8% | -5% | -8% | -6% | 0.3%
O=C(Cc1cccc2ccccc12)Nc1nc2ccccc2[nH]1 | -6% | -5% | u | u | i
CCOc1cccc(C(=O)Nc2cccc(-c3nnc(-c4ccccc4)o3)c2)c1 | -8% | 1% | 3% | -6% | 6.7%
Cc1ccc(NCC(=O)N/N=C/c2ccc(OC(=O)c3ccco3)cc2)cc1 | 2% | -9% | 54% | 35% | 1.9%
CN(C)c1ccc(C(=O)OCC(=O)NC2CCCCCC2)cc1 | -20% | -8% | -20% | 5% | 1.4%
O=C(COC(=O)c1ccco1)NCc1ccccc1Cl | 0% | 3% | 8% | 1% | 0.3%
O=C(N/N=C/c1cn(-c2cccs2)nc1-c1ccccc1)c1ccccc1Br | -4% | 2% | -19% | u | 7.3%
CN(Cc1ccccc1)c1nc(CN2CCOCC2)nc2scc(-c3ccccc3)c12 | -3% | 6% | 40% | 5% | 6.5%
CC(C)(C)CN1CCC(Oc2cccc(C(=O)NCCCOc3cccnc3)c2)CC1 | 3% | -8% | 9% | 9% | i
O=C(Nc1cc(C(F)(F)F)ccc1F)C1CCCCC1 | -6% | -2% | -4% | -3% | 1.2%
CN=C(NC(=O)Nc1c(C)cccc1C)NC(=O)Nc1c(C)cccc1C | -7% | 0% | -29% | -6% | i
Clc1ccc(-n2nnc(-c3nccs3)n2)cc1Cl | -6% | 1% | -13% | -3% | 0.9% | inhibitors of VEEV 10K pilot screen=4.7
CCCCn1nc2cc(C(=O)NCc3ccc(C(F)(F)F)cc3C(F)(F)F)ccc2c1OCC | -8% | 6% | 10% | 2% | i
Cc1nc(CC(=O)N2CCN(S(=O)(=O)c3ccccc3C#N)CC2)cs1 | -1% | 6% | -2% | -1% | 1.4%
CSCC(=O)Nc1nc(-c2ccc3c(c2)OCCO3)cs1 | 4% | 8% | 26% | 6% | 7.4%
COc1ccc2c(c1)C(C)CC(C)(C)N2C(=O)CSc1nc2ccccc2s1 (stereo not drawn) | 2% | -3% | 12% | -3% | 2.6%
Cc1ccc(-n2c(SCC(=O)NCc3ccco3)nnc2-c2cccnc2)c(C)c1 | -3% | -7% | 6% | 0% | i
COc1cc(C)ccc1OCC(=O)NC1CCCCCC1 | x | -1% | 34% | -2% | i
CN(CCC1CCOCC1)C(=O)C1CCC(=O)N(CCc2ccccc2)C1 (stereo not drawn) | -7% | -7% | -7% | -7% | 0.5%
COc1ccccc1-c1ccc(SCC(=O)NC2CCCC2)nn1 | 2% | -1% | 63% | 0% | 4.1%
Cn1cccc1/C=C1\SC(=O)N(CC(=O)Nc2ccc(Cl)cc2)C1=O | -12% | -13% | 9% | 1% | i
COc1ccc2c(c1OC)C(=O)N1C2SC[C@H]1C(=O)NC1CCCC1 (stereo partly drawn) | -2% | 0% | 1% | 3% | i
COc1ccccc1C(=O)NC(=S)N1CCc2ccccc21 | 0% | -6% | 28% | 9% | 0.4%
CCOc1cc(C2Nc3cccc4cccc(c34)N2)ccc1O | 2% | 3% | 31% | u | 7.5%
O=C(COc1ccccc1Cl)NCCCNC(=O)c1cnccn1 | -27% | 2% | -2% | 8% | 2.7%
Oc1ccc(NC(=S)Nc2ccc(O)cc2)cc1 | -1% | -7% | 49% | -4% | 1.4%
OCC1OC(n2cnc3c(NCc4ccccc4O)ncnc32)C(O)C1O (stereo not drawn) | x | -1% | x | x | 9.3%
Cc1cccc(NC(=S)N/N=C2/CCCCc3ccccc32)c1 | -3% | -1% | -13% | 0% | 6.8%
COc1ccc(CCNC(=O)c2cc3c(=O)n4ccccc4nc3n(CCCN3CCOCC3)c2=N)cc1 | 4% | 4% | 47% | 6% | 6.3%
COc1cc(NC(=S)N2CCN(C)CC2)cc(OC)c1 | -4% | -6% | 17% | 6% | i
O=C(O)C1CCCC2CN3CCc4c([nH]c5ccccc45)C3C(O)C21 (stereo not drawn) | -3% | -1% | 17% | 0% | 0.3%
O=C(Nc1cc(=O)[nH]c2ncnn12)c1ccc(Cl)cc1Cl | -8% | 4% | 26% | 2% | i
CN(Cc1ccco1)C(=O)CN1C(=O)NC(c2ccccc2)(c2ccccc2)C1=O | x | -2% | x | x | 0.1%
COc1ccc(NC(=O)CSc2nc3ccccc3c(=O)n2CCNC(C)=O)c(OC)c1 | 3% | -5% | 1% | 16% | 0.4%
CCn1c(SCc2nc3sc(C(=O)O)c(C)c3c(=O)[nH]2)nnc1-c1ccc(Cl)cc1 | -8% | -1% | -2% | 3% | 0.2%
CCC(=Nc1ccc(OC)cc1OC)c1c(O)n(C)c(=O)n(C)c1=O | -6% | 8% | 35% | 19% | 1.5% | inhibitors of VEEV 10K pilot screen=4.0
